# EP2 mod = EP2 receptor (human) modulation. P43116. EP2-expressing cells, cAMP HTRF FRET, PGE2 co-stimulation. induction, % at 25 µM. 0.83% of 260,000 active. AID 940;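 active = compounds whose cAMP rise, as percent of the full-agonist control response, exceeds 60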;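 note: rat C6 glioma line stably carrying human EP2 under a CMV promoter; the protocol text gives 20 µM as final concentration; 100% = response of wells given 1 µM PGE2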
# Target sequence (P43116 whole entry, looked up): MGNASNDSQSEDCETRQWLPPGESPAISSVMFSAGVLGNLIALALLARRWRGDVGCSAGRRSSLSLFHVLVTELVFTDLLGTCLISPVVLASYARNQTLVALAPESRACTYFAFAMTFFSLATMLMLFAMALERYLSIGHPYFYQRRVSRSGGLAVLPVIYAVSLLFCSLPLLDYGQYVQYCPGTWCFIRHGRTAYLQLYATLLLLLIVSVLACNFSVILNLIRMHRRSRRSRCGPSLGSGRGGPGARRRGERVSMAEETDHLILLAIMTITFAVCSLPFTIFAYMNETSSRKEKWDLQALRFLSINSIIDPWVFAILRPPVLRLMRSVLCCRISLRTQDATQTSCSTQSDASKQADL
# NPY Y1 blocker = antagonists of human neuropeptide Y receptor Y1; P25929; HEK293-CNG Y1 cells, membrane potential fluorescence; NPY at EC95, then isoproterenol; inhibition, % at 3.6 µM; 1% of 200,000 active; AID 1040;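 active = inhibition above the campaign mean inhibition of all tested compounds plus 3 SD, cut at about 20% in these data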;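 note: 0% = DMSO wells given NPY plus isoproterenol and 100% = isoproterenol alone without NPY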
# Target sequence (P25929 whole entry, looked up): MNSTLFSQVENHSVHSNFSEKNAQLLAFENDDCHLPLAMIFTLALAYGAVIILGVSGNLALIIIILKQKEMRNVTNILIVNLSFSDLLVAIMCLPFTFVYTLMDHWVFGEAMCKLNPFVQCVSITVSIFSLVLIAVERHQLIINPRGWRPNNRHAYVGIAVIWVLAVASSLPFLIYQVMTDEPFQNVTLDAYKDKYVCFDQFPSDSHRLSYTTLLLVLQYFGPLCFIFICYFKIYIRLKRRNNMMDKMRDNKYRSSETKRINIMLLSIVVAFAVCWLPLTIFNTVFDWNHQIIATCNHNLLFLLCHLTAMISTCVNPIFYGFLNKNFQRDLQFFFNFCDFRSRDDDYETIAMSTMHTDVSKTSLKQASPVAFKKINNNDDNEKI
#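 material = HEK293 cells with Y1 receptor plus CNG channel | also added = NPY 25 nM then isoproterenol 1 µM plus Ro 20-1724 25 µM | schedule = dye 3 h, compound 60 min room temperature, stimulation 45 min | measured by = membrane potential fluorescence | benchmarks = high control isoproterenol alone, low control NPY with isoproterenol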
# TRPML3 ag = human mucolipin-3 channel agonism; AID 1448; 0.29% of 220,000 active; activation, % at 3 µM; HEK293 TRPML3-YFP, Fluo-8 calcium fluorescence; 100% = the carbachol control signal; Q8TDD5;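 active = activation above its plate's cutoff, the mean activation of the plate's test wells plus 3 SD, cut at about 12% in these data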;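 note: 0% = DMSO only wells and 100% = carbachol wells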
#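 Test system – HEK293 line with stable expression of human TRPML3-YFP channel · Control set – carbachol 87 µM final as high control (100%), DMSO as low control (0%) · Signal – Fluo-8 calcium dye fluorescence, ex 470-495, em 515-575 nm · Incubation – 1-h 37 °C dye load, 5-s basal, 120-s post-compound reads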
# NPY1 pot ag = human NPY-Y1 potentiation or agonism, primary screen; activation, % at 3.6 µM; P25929; NPY-Y1 expressing cells, potentiator/agonist activation; 0.37% of 220,000 active; in the data active = activation above about 33%, passing the limit was not always enough;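 note: cells stimulated with NPY at EC10 then isoproterenol at EC100; 0% = low agonist plus stimulus and 100% = saturating agonist plus stimulus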
# NPY-Y2 PAM-ag = potentiates or activates human NPY-Y2 receptor. P49146. cells expressing NPY-Y2, potentiator/agonist read-out. activation, % at 3.6 µM. 0.45% of 220,000 active; in the data active = activation above about 27%;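 note: cells stimulated with NPY near EC25 plus isoproterenol at EC100; 0% = vehicle plus submaximal agonist and 100% = vehicle plus saturating agonist; some results beyond the cut were filed as inactive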
# CHOP inh = inhibitors of CHOP induction in ER stress response; CHO-K1 CHOP-promoter luciferase, tunicamycin-induced, 15-18 h; 3.8% of 220,000 active; inhibition, % at 10 µM;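 active = compounds that reduced the stress-induced luciferase reporter signal by more than about 70% of percent inhibition, limit read from the data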;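 note: 0% = tunicamycin plus vehicle and 100% = wells without tunicamycin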
# S1P4 agonist = agonists of human S1P4 receptor; S1P4-expressing cell line, agonist reporter assay; O95977; activation, % at 4.98 µM; 0.35% of 220,000 active; in the data active = activation above about 11%;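 note: 0% = DMSO vehicle and 100% = reference agonist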
# S1P4 antagonist = blocks the human S1P4 receptor; AID 1510; inhibition, % at 4.98 µM; S1P4-expressing cells, antagonist mode, reporter read-out; 0.26% of 220,000 active; in the data active = inhibition above about 29%;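 note: 0% = wells stimulated with agonist and 100% = vehicle wells without agonist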
# TRPN1 ag = activates the zebrafish TRPN1 channel | activation, % at 3 µM | AID 1424 | 0.18% of 220,000 active | HEK293 zebrafish TRPN1-YFP, Fluo-8 calcium fluorescence; 100% = response to 87 µM carbachol;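 active = activation above its plate's cutoff, the mean activation of test wells on that plate plus 3 SD, cut at about 19% in these data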;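 note: 0% = DMSO alone and 100% = 87 µM carbachol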
#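 System: zebrafish TRPN1-YFP in HEK293 cells / Dosing: 3 µM single point / Timing: dye loading 1 h at 37 °C, then 30 min room temperature / Signal: Fluo-8 calcium fluorescence, excitation 470-495 nm, emission 515-575 nm / Read-out basis: percent activation from peak over basal fluorescence ratio, control-normalized / Control set: high carbachol 87 µM, low DMSO alone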
# The depositor's hits bear a star; . = no result given; & = joins results of further samples.
SMILES,EP2 mod,NPY Y1 blocker,TRPML3 ag,NPY1 pot ag,NPY-Y2 PAM-ag,CHOP inh,S1P4 agonist,S1P4 antagonist,TRPN1 ag
CC1(C)CC(=O)C(N=Nc2cc(Cl)c(Cl)c(Cl)c2)=C(O)C1,16,-1,-0.4,-12,3,44,3.0,6,-0.6
O=C(c1ccc(Cl)c([N+](=O)[O-])c1)N1CCN(C(=O)c2ccco2)CC1,27,5,0.8,14,4,-21,-0.7,-7,-0.1
O=C(Nc1ccc(Br)cc1)c1ccccc1CC[N+](=O)[O-],-20,1,0.0,-41,-3,0,-0.8,-9,-0.4
CC(=O)Oc1ccc2nc(-c3cccs3)oc(=O)c2c1,-17,7,0.7,-1,-5,15,0.6,6,-0.4
O=C1C=CC(=O)N1c1ccc(Sc2ccc([N+](=O)[O-])cc2)cc1,-46,.,1.1,10,12,-3,0.5,-10,2.3
COc1ccc(S(=O)(=O)Nc2cc(C)nn2-c2ccccc2)cc1,-2,3,0.8,5,-1,15,-0.4,7,-0.3
CCN(CC)CCCC(C)NC(=O)c1cc(=O)c2ccccc2o1 (configuration not stated),35,3,1.2,-7,10,17,0.4,7,1.4
Cc1nnc(SCC(=O)N2CCOCC2)[nH]c1=O,27,2,0.9,4,5,7,0.0,-8,0.0
COc1cc(S(=O)(=O)N2CCOCC2)ccc1NC(=O)CSc1nnc(N)s1,8,-7,0.4,12,2,10,-0.7,8,-0.1
Brc1ccc2c(c1)[C@H]1OCC[C@H]1[C@@H](c1cccs1)N2,-11,.,0.3,-6,-30,39,-0.3,-2,-1.7
Cc1ccc(O)c(C2=NCCNC(C(F)(F)F)=C2)c1,1,-2,0.9,20,1,-2,-2.5,7,-1.0
O=C(COC(=O)c1ccc(N2CCOCC2)c([N+](=O)[O-])c1)Nc1ccc2c(c1)OCO2,-20,0,0.5,11,5,-10,-0.9,-25,-0.3
CC(=O)CC(=O)Nc1ccc(Cl)cn1,-13,1,0.2,1,-8,3,-0.9,-7,-0.4
O=C(OCc1nc2ccccc2s1)c1cccc(N2C(=O)CCC2=O)c1,-30,-4,0.7,5,-7,11,-3.0,-5,2.3
COc1c(/C=N/NC(N)=S)c(C)nn1-c1ccccc1,0,0,0.2,-34,-9,-17,0.1,-7,-0.5
COc1ccc(CC(=O)Nc2ccc(S(=O)(=O)NC(C)C)cc2)cc1,19,0,2.6,4,0,31,-0.6,1,3.2
Cc1c(NC(=O)C2CCCNC2=O)c(=O)n(-c2ccccc2)n1C (configuration not stated),14,0,0.2,-8,-6,16,0.6,-28,0.7
CC(C)N1C/C(=C/c2cccnc2)C(=O)/C(=C/c2cccnc2)C1,-69,-1,0.7,5,-4,100*,0.0,-12,2.0
CC(C)CC(c1nnnn1Cc1ccccc1)N1CCC(C(N)=O)CC1 (configuration not stated),16,2,0.8,12,2,8,3.5,-4,0.4
O=C(NCc1ccco1)c1ccc(=O)[nH]n1,67*,3,0.4,6,-24,17,0.7,-4,2.6
COc1cccc(C2/C(=C(/O)c3cnn(-c4ccccc4)c3C)C(=O)C(=O)N2CCN(C)C)c1 (configuration not stated),13,1,1.2,0,9,10,1.3,-17,0.9
O=C(Oc1ccccc1Cl)c1ccc(N2CCOCC2)c([N+](=O)[O-])c1,6,11,1.2,-13,11,23,1.4,-1,-0.8
CCCCOP(=O)(OCCCC)C(Nc1ccccc1)c1ccc2c(c1)OCO2 (configuration not stated),70*,16,-0.8,-5,-1,91*,1.4,-7,-2.2
COC(=O)Nc1sc2c(c1C(=O)N1CCOCC1)CCC(C)C2 (configuration not stated),12,5,0.9,-21,-8,33,-0.2,-5,0.1
COc1cc(C(=O)c2ccccc2)c(OC)cc1C(=O)Nc1ccc(O)cc1,-5,-6,-0.2,4,25,14,-0.8,-23,-0.9
Cc1nn(C)c(Cl)c1C(=O)NCC(=O)O,-5,2,0.2,-1,1,-14,0.3,7,-1.6
COc1ccc2c(CC(=O)Nc3ccc(N4CCOCC4)cc3)coc2c1,21,4,0.4,5,0,-4,2.6,-6,0.0
S=c1[nH]nc(-c2ccc(Cl)cc2)n1Cc1ccccc1,8,0,-1.1,-9,-7,10,-0.4,5,-1.8
COC(=O)C(C)N(c1ccc(OC)cc1)S(C)(=O)=O (configuration not stated),-9,-2,1.0,0,11,-8,0.1,-14,0.8
O=C(COc1ccccc1N1C(=O)C2C3C=CC(C3)C2C1=O)c1ccccc1 (configuration not stated),5,.,0.2,-3,-19,6,0.2,-5,-0.5
COc1ccccc1CNC(=O)CC(C)C,-13,14,0.4,4,-7,4,0.4,2,-0.8
COc1ccc(CCNC(=O)CSc2nnc3ccc(-c4cccnc4)nn23)cc1,-16,3,0.4,-5,-5,-5,1.2,-25,0.3
C/C(=N\n1c(C)nc2ccccc2c1=O)c1ccc(C)o1,1,.,0.4,-5,2,-7,1.4,10,-1.2
CC(=O)c1sc2nc(-c3cccs3)cc(C(F)(F)F)c2c1N,33,6,5.2,-2,1,-13,-0.5,-5,12
O=C(CNC(=O)c1ccc(-c2ccccc2)cc1)OCc1c(F)cccc1Cl,-30,4,0.6,-23,-4,2,0.0,-9,0.3
Cn1c(=O)[nH]c(=O)c2c1nc(N1CCCC1)n2CC(O)COc1ccccc1 (configuration not stated),5&-15,1,0.2,-3,-11,-4,-1.0,-5,1.8
CCCSc1nc2cc(OC)c(OC)cc2c(=N)n1CCCN1CCOCC1,-12,71*,0.3,-52,-43,12,0.3,-2,-0.2
Clc1ccc(-[n+]2c(-c3cccc(Br)c3)[nH]c3nc4ccccc4nc32)cc1,23,.,0.3,51*,7,-5,0.9,-14,-0.3
Cc1cc(NC(=O)CSc2ccc(-c3cccc([N+](=O)[O-])c3)nn2)no1,-23,2,0.3,-6,-7,13,0.5,-2,0.0
c1ccc2c(c1)CCN(c1nc3cc4c(cc3s1)OCCO4)C2,-17,2,-0.8,-38,-3,15,-2.5,11,0.0
Cc1c(-c2ccccc2)nc2ccccc2c1C(=O)Oc1ccc([N+](=O)[O-])cc1,-17,0,-0.4,-8,6,28,0.1,-11,0.4
CC(=O)NC(=O)c1nnn(Cc2ccccc2)c1NC(C)=O,-6,-2,0.2,3,-17,20,-2.1,-59,0.5
CC1CN(CC(O)COc2ccccc2C(C)(C)C)CC(C)O1 (configuration not stated),-4,-15,-0.3,100*,84*,38,-1.3,2,-1.1
Cc1ccccc1NC(NC(=O)OCCn1c([N+](=O)[O-])cnc1C)C(Cl)(Cl)Cl (configuration not stated),7,-5,0.3,-1,-10,14,-1.3,12,0.8
CCOC(=O)Cn1c(=O)cnc2ccccc21,12,4,0.8,-6,6,12,1.2,-3,-0.5
Cc1oc(-c2ccc(Cl)cc2)nc1CS(=O)CC(=O)NCc1cccs1 (configuration not stated),2,2,-0.7,-21,-12,45,-1.8,5,-1.1
Cc1cc(C(=O)OCC(=O)c2ccc(Cl)c([N+](=O)[O-])c2)c2cccc(C)c2n1,8,1,0.6,0,8,-6,1.0,-11,2.1
Cc1noc2ncnc(Sc3ccc(Cl)cc3)c12,20,-2,0.6,66*,4,-7,-1.6,24,-0.3
COc1ccc(CNc2nc(-c3cccnc3)nn2C(=O)c2ccco2)cc1,17,-4,1.2,-9,-2,18,-2.1,0,-0.9
O=C(c1ccc(Cl)c(S(=O)(=O)NCc2ccco2)c1)N1CCN(c2ccccc2F)CC1,12,2,0.1,-26,-17,26,1.9,7,1.4
CCOC(=O)c1nnsc1NC(=O)Nc1ccc(OC)cc1,9,-6,0.5,-9,-2,-5,1.2,-14,1.6
CCOC(=O)C1CCN(C(=O)c2cccnc2Cl)CC1,13,-2,-0.2,34,-2,1,-1.0,-13,1.4
CCOC(=O)CCC(NC(=O)CCC(=O)NC(CCC(=O)OCC)C(=O)OCC)C(=O)OCC (configuration not stated),33,-3,0.8,-25,9,-18,-0.1,1,0.2
COc1nc(OC)nc(Oc2ccc([N+](=O)[O-])cc2Cl)n1,-11,-3,1.0,1,6,19,0.0,0,0.9
CC1CN(S(=O)(=O)c2ccc(NC(=O)CCN3C(=O)c4ccccc4C3=O)cc2)CC(C)O1 (configuration not stated),-13,-5,0.8,-15,5,-11,1.3,-6,-0.3
O=C(NCc1ccc2c(c1)OCO2)C1CCCN(S(=O)(=O)c2cccc3nonc23)C1 (configuration not stated),-11,-6,0.6,5,0,19,2.6,-2,2.2
Cc1ccc2c(c1)N(C(C)C(=O)NCCc1ccccc1)C(=O)CO2 (configuration not stated),14,0,0.0,14,0,32,0.5,-3,-0.8
C#CCSc1nnc(-c2c[nH]c3ccccc23)n1C,10,0,0.5,23,18,-14,0.9,-11,0.0
Cc1nn(C)c(Oc2cccc(C(F)(F)F)c2)c1C=O,18,7,0.0,3,0,7,-1.2,-11,-0.1
N/C(=N\NC(=O)c1ccccc1)c1cc2ccccc2oc1=O,-1,1,0.2,-8,-4,-12,-1.0,7,-0.1

# New compounds follow
SMILES,EP2 mod,NPY Y1 blocker,TRPML3 ag,NPY1 pot ag,NPY-Y2 PAM-ag,CHOP inh,S1P4 agonist,S1P4 antagonist,TRPN1 ag
O=C(N/N=C1/CCCc2ccccc21)c1cc([N+](=O)[O-])cc([N+](=O)[O-])c1,-15,-1,0.7,9,-7,57,2.2,-11,0.4
COC(=O)Cc1ccc(NC(=O)c2ccccc2Br)cc1,-20,-3,-0.2,-4,5,-4,-1.8,-13,-0.7
NC(=O)NC(=O)COC(=O)c1cccc(S(=O)(=O)N2CCCCCC2)c1,12,.,0.9,13,9,12,0.6,-2,1.1
COc1ccc(-n2c(CCc3ccccc3)nnc2SCC(=O)c2ccccc2)cc1,52,-1,-1.1,0,-2,32,1.8,2,-0.2
Clc1ccccc1CSc1cc2c(nn1)-c1ccccc1CC2,3,23*,-0.3,-11,-10,12,1.9,-4,1.5
CCOc1nnnc2c1sc1nc(N3CCOCC3)c3c(c12)CCCC3,-52,1,0.3,-21,12,56,-3.1,-11,0.8
COc1nc(NC2CCCCC2)nc(N2CCCCCC2)n1,56,6,-0.6,-28,-12,2,0.0,-1,-0.9

# Part of the list above, reduced to TRPML3 ag and NPY-Y2 PAM-ag:
compound	TRPML3 ag	NPY-Y2 PAM-ag
COc1ccc(-n2c(CCc3ccccc3)nnc2SCC(=O)c2ccccc2)cc1	-1.1	-2
Clc1ccccc1CSc1cc2c(nn1)-c1ccccc1CC2	-0.3	-10
CCOc1nnnc2c1sc1nc(N3CCOCC3)c3c(c12)CCCC3	0.3	12
NC(=O)NC(=O)COC(=O)c1cccc(S(=O)(=O)N2CCCCCC2)c1	0.9	9

# Reprinted at random: 2 records from the list.
SMILES,EP2 mod,NPY Y1 blocker,TRPML3 ag,NPY1 pot ag,NPY-Y2 PAM-ag,CHOP inh,S1P4 agonist,S1P4 antagonist,TRPN1 ag
COc1ccccc1CNC(=O)CC(C)C,-13,14,0.4,4,-7,4,0.4,2,-0.8
COc1ccc(-n2c(CCc3ccccc3)nnc2SCC(=O)c2ccccc2)cc1,52,-1,-1.1,0,-2,32,1.8,2,-0.2

# Screening results: PubChem BioAssay, several laboratories
